Source: PubChem (several laboratories)
NTR1 ag = NTR1-driven beta-arrestin-GFP spot formation – imaging, U2OS cells, high content, primary screen (AID 493036); P30989; agonist mode; activation, % at 20 µM; actives 0.17% (n = 330,000);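 active = activation at or above 40% of the spot to cytoplasm intensity ratio, with at least 20 cells analyzed; inconclusive = wells under 20 cells, flagged as cytotoxic or low count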;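 note: 0% = DMSO without peptide and 100% = 100 nM NTR1 peptide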
Target sequence (P30989 whole entry, looked up): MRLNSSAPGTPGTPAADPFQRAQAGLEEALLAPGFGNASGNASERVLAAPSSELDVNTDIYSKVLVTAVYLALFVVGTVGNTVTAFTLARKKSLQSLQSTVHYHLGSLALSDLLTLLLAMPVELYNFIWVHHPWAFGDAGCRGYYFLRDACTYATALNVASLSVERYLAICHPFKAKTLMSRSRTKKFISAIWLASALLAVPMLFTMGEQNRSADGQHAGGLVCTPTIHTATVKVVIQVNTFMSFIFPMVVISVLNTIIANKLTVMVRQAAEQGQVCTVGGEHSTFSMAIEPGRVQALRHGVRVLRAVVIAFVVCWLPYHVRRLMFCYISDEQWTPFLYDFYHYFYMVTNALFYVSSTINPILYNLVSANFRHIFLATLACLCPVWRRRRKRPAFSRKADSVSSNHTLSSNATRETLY
Rac1 GTP hydrolysis = MgcRacGAP GTPase-activating activity inhibitors, confirmation, biochemical, ADP Hunter fluorescence | MgcRacGAP-stimulated Rac1 GTP hydrolysis, ADP Hunter fluorescence; higher % means a stronger effect; GST-tagged Rac1 F28L mutant substrate | actives 0.6% (n = 340,000) | inhibition, % at 30 µM, or IC50 in µM where a hit was titrated;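 active = first-screen hits whose inhibition reached a set limit at any dose in the follow-up dose series; inconclusive = inhibition above the set first-screen limit but never retested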;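 note: fluorescence reports GDP produced by GAP-driven GTP hydrolysis; strong numbers were not always called active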
Dengue-2 NS5 capping = Dengue-2 NS5 methyltransferase inhibitors, primary screen, biochemical, confirmation dose response (AID 588689); Dengue-2 NS5 methyltransferase capping enzyme assay, biochemical; higher % means a stronger effect; inhibition, % at 25 µM; hits with a dose series show IC50 in µM; actives 0.3% (n = 340,000); in the data active = a potency from the dose series; inconclusive = inhibition above about 29% without an active follow-up result
SIAH1 antagonists = Siah-1 peptide-binding antagonists, primary screen, biochemical, fluorescence polarization, rhodamine-plectin, uHTS (AID 1817) | actives 0.02% (n = 290,000) | one-dose displacement, % at 20 µM; IC50 in µM for titrated hits | Siah-1 / rhodamine-plectin peptide fluorescence polarization; higher % means a stronger effect;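 active = displacement of at least 50% at 20 µM, with a fluorescence ratio check between 0.3 and a set limit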;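 note: plate controls were Siah plus tracer with DMSO for no effect and tracer alone without Siah for full effect; strong numbers were not always called active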
K1F lysis inhibition = inhibition of K1F phage lysis, E. coli UTI89, bacterial capsule biogenesis inhibitors, alamar blue (AID 488966) | actives 0.02% (n = 340,000) | inhibition, % at 100 µM, or IC50 in µM where a hit was titrated | E. coli UTI89 K1F phage lysis, alamar blue, 2 h; higher % means a stronger effect;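 active = phage lysis inhibition, versus mean bacterial control, above a set limit; inconclusive = no clear call, values can overlap the other calls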;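 note: capsule biogenesis inhibitors block K1F phage lysis so surviving cells raise fluorescence; higher fluorescence means more inhibition of phage lysis; actives were called in the ten point dose series up to 300 µM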
West Nile antiviral = inhibition of WNV-induced cytopathic effect – cell-based, CPE readout (AID 1621); West Nile virus-infected cells, CPE inhibition; higher % means a stronger effect; actives 0.02% (n = 290,000); one-dose CPE inhibition, % at 10 µM; IC50 in µM for titrated hits; in the data active = a potency from the dose series; inconclusive = CPE inhibition mostly from about 3.7% at the one dose, without a potency; inactive = the rest, 99 in 100 with CPE inhibition below about 2.2%; note: strong numbers were not always called active
SV40 large T antigen = TAg ATPase/helicase activity blockers – biochemical (AID 1903); SV40 large T antigen ATPase/helicase inhibition assay; higher % means a stronger effect; one-dose inhibition, % at 20 µM; IC50 in µM for titrated hits; actives 0.39% (n = 310,000); in the data active = a potency from the dose series; inconclusive = inhibition mostly from about 32% at the one dose, without a potency; inactive = the rest, 99 in 100 with inhibition below about 32%; note: strong numbers were not always called active
RSV antiviral HEp-2 = RSV antiviral activity via CPE protection, HEp-2 cells, primary 10 µM value included (AID 2391); actives 0.13% (n = 310,000); one-dose CPE inhibition, % at 10 µM; IC50 in µM for titrated hits; HEp-2 cells, RSV-induced CPE inhibition; higher % means a stronger effect; in the data active = a potency from the dose series; inconclusive = CPE inhibition mostly from about 23% at the one dose, without a potency; inactive = the rest, 99 in 100 with CPE inhibition below about 21%; note: strong numbers were not always called active
AID2073 = disruptors of CaV2.2 binding to Mint1 – biochemical, HTRF (AID 2073) | one-dose inhibition, % at 20 µM; IC50 in µM for titrated hits | actives 0.19% (n = 290,000) | HTRF protein-protein interaction, Mint1-CaV2.2; higher % means a stronger effect; in the data active = inhibition mostly above about 51%, no sharp cut-off; inconclusive = no clear call, values can overlap the other calls; inactive = mostly below about 53%; note: some results filed as inactive read as strong as hits
NTR1 ag cell count 20 µM = also measured in NTR1 ag; calls as there; cell count; measured here: cell count, cytotoxicity flag
Dengue-2 NS5 capping pilot replicate = further read-out of Dengue-2 NS5 capping, marked with its call; inhibition, %; measured here: pilot screen replicate inhibition
* marks the source's active call; other numbers are inactive results; ? = inconclusive; · = not tested or not shown; [ ] = dose if it differs, or a comment.

SMILES	NTR1 ag	NTR1 ag cell count 20 µM	Rac1 GTP hydrolysis	Dengue-2 NS5 capping	SIAH1 antagonists	K1F lysis inhibition	West Nile antiviral	SV40 large T antigen	RSV antiviral HEp-2	AID2073	others
CC(C)CN(C(=O)COc1cccc(-n2cnnn2)c1)C1CCS(=O)(=O)C1 (stereo not drawn)	0.3	55	3.2%	-2.0%	3.9%	-0.1%	-0.3%	18.1%	1.9%	-0.4%
COC(=O)CC1C(=O)NCCN1C(=O)CSc1nnc(Nc2ccc(C)cc2)s1 (stereo not drawn)	-3.8	58	14.6%	-3.9%	2.0%	-0.6%	0.0%	6.3%	-0.2%	-7.1%
CSc1ccc(/C=C/C(=O)Nc2ccccc2)cc1	-1.0	69	-2.6%	-1.5%	6.5%	0.1%	0.0%	19.5%	1.1%	-2.8%
COc1cc2c(C(=O)O)c(C)n(-c3ccccc3)c2c2ccccc12	2.7	59	8.6%	11.0%	-3.6%	0.0%	0.9%	17.0%	0.9%	6.2%
COc1cc(NC(=O)CCc2c(C)[nH]c(=O)c(C#N)c2C)cc(OC)c1	-3.0	52	1.7%	4.8%	3.8%	0.0%	-0.1%	0.6%	1.6%	-1.2%
CN1/C(=C\C(=O)CSc2nncn2C)C(C)(C)c2ccccc21	2.3	49	14.8%	-9.1%	-3.0%	3.9%	?	7.9%	2.6%	-8.9%
CN(Cc1ccccc1)C(=O)c1[nH]cnc1C(=O)Nc1ccccc1	-0.9	59	0.8%	-3.1%	·	-0.5%	·	·	0.0%	·
Cc1cccc(C)c1OCC(O)CN1CCC(CN2C(=O)c3cccc4cccc(c34)C2=O)CC1 (stereo not drawn)	24.9	50	7.3%	0.8%	-5.9%	3.6%	-0.4%	7.6%	48.2%	-6.7%
CCN1C(=O)/C(=C2\C=Cc3ccccc3N2CC)SC1=S	1.8	37	11.6%	2.0%	3.6%	4.0%	-0.5%	7.1%	4.7%	-14.9%
O=S(=O)(NCC(c1ccco1)N1CCOCC1)c1ccc(Cl)cc1 (stereo not drawn)	-0.6	50	10.8%	-2.6%	-3.5%	1.6%[50 µM]	-1.4%	16.2%	1.3%	-5.9%
Cc1ccc(NC(=O)CS(=O)CC(=O)N(c2ccccc2F)C(C)C(=O)NC2CCCC2)cc1 (stereo not drawn)	0.8	43	-3.7%	-6.6%	-3.1%	-0.4%	-0.7%	1.9%	-0.3%	-6.0%
O=C(O)c1ccc(N2CCc3ccccc32)c([N+](=O)[O-])c1	-0.3	98	6.5%	9.5%	4.7%	0.2%	-0.1%	13.9%	2.3%	5.0%
COc1ccc([C@H]2/C=C\CN(Cc3ccc(N(C)C)cc3)[C@@H](C)C(=O)N2Cc2ccc(F)cc2)cc1	2.7	73	24.7%	-3.4%	·	0.0%	-0.6%	70.3%	-1.3%	·
CC[C@]12c3[nH]c4ccc(Cl)cc4c3CCN1C(=O)[C@@H](CC(=O)NCc1ccc(OC)c(OC)c1)C[C@@H]2C(=O)N1CCN(C(=O)c2ccco2)CC1	7.3	43	9.0%	3.3%	·	0.2%	·	·	·	·	Dengue-2 NS5 capping pilot replicate=4.9
C/C(=N\NC(=S)NCCc1ccccc1)c1ccc(Cl)cc1	1.6	57	13.5%	-1.4%	2.9%	8.6%	-1.1%	8.4%	0.7%	-4.5%
N#Cc1ccsc1NC(=O)CSc1ncn[nH]1	1.0	59	-0.8%	-2.0%	-0.2%	-1.6%	0.9%	4.0%	1.8%	0.2%
CCOc1ccc(NC2OCC(O)C(O)C2O)c([N+](=O)[O-])c1 (stereo not drawn)	-1.5	39	6.5%	0.0%	-4.9%	0.1%	0.2%	6.0%	0.0%	8.4%
O=C(NCc1cccs1)C1CCN(S(=O)(=O)c2cccs2)CC1	0.4	51	4.4%	-8.8%	-1.9%	-0.6%	0.1%	-2.5%	0.3%	3.2%
COCCNC(=S)N1CCN(c2cccc(C(F)(F)F)c2)CC1	0.2	46	1.6%	-4.4%	2.4%	1.0%	-1.8%	6.5%	8.4%	-12.4%
CCn1cc(CN2CCCC(CNC(=O)COc3ccccc3OC)C2)c(C)n1 (stereo not drawn)	-0.4	64	7.3%	-12.7%	-0.5%	-2.0%	0.1%	1.2%	-0.5%	5.6%
O=c1cc(O)c2sc(Nc3ccc(Cl)c(F)c3)nc2[nH]1	-0.6	59	-6.4%	-15.1%	1.5%	0.2%	0.1%	24.4%	-3.4%	66.1%
Cc1cc(OCc2cc(C(=O)N(C)Cc3nonc3C)no2)cc(C)c1Cl	3.0	64	7.8%	-3.6%	-1.1%	0.2%	-1.6%	7.2%	?	6.7%
CC(NC(=O)c1ccccc1)C(=O)N/N=C/c1ccccc1 (stereo not drawn)	-1.8	39	-14.0%	-7.8%	-2.1%	-0.8%	-0.1%	-1.7%	2.2%	-12.9%
CCOCCCNC(=O)C(c1ccccc1)N(Cc1cccs1)C(=O)CNC(C)=O (stereo not drawn)	3.6	76	8.8%	-1.3%	-2.0%	1.3%[50 µM]	-0.8%	8.5%	0.1%	7.0%
O=C(Nc1cccc(C2OCCCO2)c1)c1cccs1	-0.8	58	6.9%	-0.7%	3.1%	0.3%	-0.8%	-15.0%	2.5%	7.4%
CC(=O)Oc1ccc(N2C(=O)c3cccc4c([N+](=O)[O-])ccc(c34)C2=O)cc1	3.2	56	9.7%	-4.1%	2.9%	0.1%	-1.9%	9.8%	8.7%	-5.0%
O=C(CC1CCS(=O)(=O)C1)Nc1ccc[nH]c1=O (stereo not drawn)	2.5	86	2.1%	-3.8%	1.2%	-1.1%	-0.3%	-20.4%	2.3%	-10.1%	Dengue-2 NS5 capping pilot replicate=-5.8
O=C(c1noc2c1CCCC2)N1CCOCC1	-0.9	43	-0.9%	-6.4%	-1.7%	-1.3%	-0.1%	1.6%	0.4%	-3.4%
CCc1ccccc1NC(=O)COc1ccc2oc(-c3ccc(OC)cc3)cc(=O)c2c1	-1.7	42	6.3%	-8.4%	10.6%	0.2%	-0.4%	-0.3%	0.6%	23.7%
CC(C)c1ccc(C(CC(=O)O)NC(=O)c2cccs2)cc1 (stereo not drawn)	-0.2	53	-3.5%	-3.4%	5.5%	-0.6%	0.3%	10.9%	0.7%	-6.8%
Cc1noc(C)c1S(=O)(=O)N1CCC(C(=O)O)CC1	0.0	65	3.2%	-4.6%	·	0.2%[50 µM]	·	·	0.1%	·
COc1ccc(C)cc1NC(=O)COC(=O)c1c(C)nn(-c2ccccc2)c1C	1.5	97	0.9%	3.4%	·	0.6%[50 µM]	·	·	1.3%	·
O=C1C=C(c2ccc(Cl)nc2)C[C@@H](c2ccc3c(c2)OCO3)C1	6.7	59	5.9%	1.6%	·	0.1%	·	·	-0.7%	·
CCOC(=O)N1CCN(C(=O)C2CCC(=O)N(CCCc3ccccc3)C2)CC1 (stereo not drawn)	-0.3	87	6.6%	-1.3%	5.5%	0.1%	-0.3%	10.8%	0.4%	?
CCOC(=O)CN1C(=O)N[C@H](c2ccc(Br)cc2)C(C(C)=O)=C1C	1.5	97	7.3%	-12.7%	-5.2%	0.1%	-0.9%	16.6%	-0.5%	10.6%
COc1cc2c(cc1OC)C(c1ccc(C(F)(F)F)cc1)CC(=O)N2 (stereo not drawn)	0.8	53	7.8%	-5.3%	1.0%	0.2%	-2.0%	6.9%	3.1%	5.0%	Dengue-2 NS5 capping pilot replicate=-5.2

Three compounds picked at random from the list so far, as already listed:
SMILES	NTR1 ag	NTR1 ag cell count 20 µM	Rac1 GTP hydrolysis	Dengue-2 NS5 capping	SIAH1 antagonists	K1F lysis inhibition	West Nile antiviral	SV40 large T antigen	RSV antiviral HEp-2	AID2073	others
CCOC(=O)N1CCN(C(=O)C2CCC(=O)N(CCCc3ccccc3)C2)CC1 (stereo not drawn)	-0.3	87	6.6%	-1.3%	5.5%	0.1%	-0.3%	10.8%	0.4%	?
CC(C)c1ccc(C(CC(=O)O)NC(=O)c2cccs2)cc1 (stereo not drawn)	-0.2	53	-3.5%	-3.4%	5.5%	-0.6%	0.3%	10.9%	0.7%	-6.8%
O=C(c1noc2c1CCCC2)N1CCOCC1	-0.9	43	-0.9%	-6.4%	-1.7%	-1.3%	-0.1%	1.6%	0.4%	-3.4%

Later entries
SMILES	NTR1 ag	NTR1 ag cell count 20 µM	Rac1 GTP hydrolysis	Dengue-2 NS5 capping	SIAH1 antagonists	K1F lysis inhibition	West Nile antiviral	SV40 large T antigen	RSV antiviral HEp-2	AID2073	others
CCC(SC1=N/C(=C/c2ccccc2)C(=O)N1c1ccccc1)C(=O)Nc1cc(C)on1 (stereo not drawn)	2.1	54	6.8%	5.8%	12.6%	0.9%[50 µM]	-1.3%	5.2%	3.6%	12.5%
OC1(C2(O)CC(c3ccccc3)ON2)CCCCC1 (stereo not drawn)	6.6	42	-4.9%	2.8%	0.5%	-0.4%	-0.3%	4.8%	-0.1%	-2.6%
Cc1ccc(S(=O)(=O)N2CCOCC2)cc1C(=O)OCc1nnc(-c2ccccc2)o1	0.7	88	-0.4%	-2.9%	·	4.5%[50 µM]	·	13.9%	4.1%	·
COc1ccc(C(=O)Nc2nc(C)cc(C)n2)cc1	0.3	63	-1.6%	-3.0%	2.3%	0.2%	0.1%	25.5%	2.5%	3.8%
O=[N+]([O-])c1ccccc1CN1CCN(Cc2c[nH]c3ccccc23)CC1	0.7	50	·	·	2.4%	·	-0.8%	3.1%	3.0%	-23.3%
S=C(NCCN1CCOCC1)N/N=C/c1ccccc1	-3.5	81	7.0%	-1.6%	-3.1%	1.7%	0.4%	2.2%	0.0%	-35.7%
CCOC(=O)C1(CCOc2ccccc2)CCN(Cc2ccc(OC)c(COC)c2)CC1	8.0	56	-8.8%	-3.9%	-4.8%	-1.9%	-1.8%	6.1%	0.2%	7.6%
Cc1cc(NC(=O)Nc2cc(C)nn2-c2ccccc2)n(-c2ccccc2)n1	-5.8	78	3.9%	-1.6%	2.4%	1.9%	-0.5%	1.8%	3.5%	-2.5%
Cc1csc(SCC(=O)Nc2ccccc2C)n1	1.3	45	2.0%	2.2%	·	0.5%[50 µM]	·	·	0.1%	·
COc1ccccc1NC(=O)c1cc(C(=O)Nc2ccccc2OC)cc([N+](=O)[O-])c1	7.4	91	2.1%	-12.6%	1.6%	0.3%	-0.3%	8.8%	0.3%	9.5%
